Efa HMGR inh: blocks class II HMG-CoA reductase of Enterococcus faecalis; AID 1066; inhibition, % at 10 µM; hit rate 0.41% among 190,000; purified E. faecalis HMGR, NADPH absorbance 340 nm kinetic;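 active = inhibition above a set limit, the median over all tested compounds plus 3 SD, cut at about 9.5% in these data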;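 also: enzyme runs in reverse so mevalonate oxidation gives rising NADPH absorbance; 0% = complete reaction with DMSO and 100% = background rate lacking mevalonate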
G6PDH counter: counter-screen for G6PDH assay hits: L. mesenteroides G6PDH inhibition; inhibition, % at 5 µM; Purified L. mesenteroides G6PDH, diaphorase/resazurin coupled fluorescence, 45 min; AID 1020; hit rate 0.12% among 200,000; in the data active = inhibition above about 50%
FLuc stim CS: firefly luciferase counter-screen for stimulation assays. P08659. ATPlite luciferase biochemical, luminescence, 10 min; 0 = ATP-free wells, 1 = DMSO control. activation factor at 10 µM. 200,000 tested, under 10 active. AID 1027;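 active = luciferase activation factor, scaled between plate controls, of at least 2 with compound at 10 µM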
Target sequence (P08659 whole entry, looked up): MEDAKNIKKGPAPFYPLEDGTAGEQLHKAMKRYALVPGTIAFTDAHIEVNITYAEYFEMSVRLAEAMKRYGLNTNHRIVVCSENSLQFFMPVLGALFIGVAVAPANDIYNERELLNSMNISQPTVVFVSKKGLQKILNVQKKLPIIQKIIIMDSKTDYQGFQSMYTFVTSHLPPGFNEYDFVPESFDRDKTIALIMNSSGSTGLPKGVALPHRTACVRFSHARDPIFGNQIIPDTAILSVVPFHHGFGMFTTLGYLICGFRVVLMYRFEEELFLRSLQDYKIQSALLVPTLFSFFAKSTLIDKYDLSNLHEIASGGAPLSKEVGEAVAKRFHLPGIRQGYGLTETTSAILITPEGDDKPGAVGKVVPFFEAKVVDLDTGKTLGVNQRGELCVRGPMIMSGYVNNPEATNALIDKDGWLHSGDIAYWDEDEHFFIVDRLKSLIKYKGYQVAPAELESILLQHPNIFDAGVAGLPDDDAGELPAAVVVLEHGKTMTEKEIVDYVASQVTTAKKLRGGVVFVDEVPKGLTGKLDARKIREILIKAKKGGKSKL
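test system = cell-free luciferase reagent | medium = PBS as buffer for the ATP substrate | dosing = test compounds dosed from 2 mM stocks in 100% DMSO | incubation = 10 min at ambient temperature | detection = luminescence measurement of luciferase light output | benchmarks = low control with PBS replacing ATP, high control enzyme plus ATP without compound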
TNAP act hi DEA: TNAP (human) activation, high acceptor. P05186. purified TNAP, CDP-star luminescence, 1 M DEA, 30 min; active compounds read high; 0 = EDTA background, 1 = DMSO-only activity. activation factor at 20 µM. 200,000 tested, under 10 active;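 active = activation factor at least 2 at 20 µM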
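system = human TNAP | amount = enzyme diluted 1/800 final | reagent = 100 µM CDP-star substrate | signal = luminescent substrate turnover signal | dosing = one dose, 20 µM | benchmarks = EDTA negative control, DMSO positive control | measure = activation factor | timing = 30 min reaction, room temperature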
Diaphorase inh: diaphorase inhibition or chemical oxidation counter-screen; diaphorase resazurin-to-resorufin fluorescence, NADH, 16 min; bacterial (C. kluyveri) enzyme, not human; inhibition, % at 20 µM; hit rate 0.69% among 190,000;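 active = primary screen inhibition at 20 µM above a set limit, cut at about 50% in these data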;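 also: plate controls were DMSO with full reaction for no effect and wells lacking NADH for full effect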
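Test system: bacterial diaphorase enzyme (C. kluyveri); Quantity: 0.14 U/mL diaphorase, enzyme working solution; Times: reaction incubation of 16 min at room temperature; Measured by: fluorescence of resorufin formed from resazurin, Ex 544/Em 590 nm; Benchmarks: positive control minus NADH, DMSO neutral control.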
PMI act satM6P: increases human PMI activity with near-saturating mannose 6-phosphate; activation factor at 20 µM; coupled PMI enzyme assay, resazurin fluorescence, 20 min; active compounds read high; 1 = untreated enzyme, 0 = substrate-free blank; hit rate 0.34% among 190,000; P34949;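 active = activation factor of 2 or more at 20 µM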
Target sequence (P34949 whole entry, looked up): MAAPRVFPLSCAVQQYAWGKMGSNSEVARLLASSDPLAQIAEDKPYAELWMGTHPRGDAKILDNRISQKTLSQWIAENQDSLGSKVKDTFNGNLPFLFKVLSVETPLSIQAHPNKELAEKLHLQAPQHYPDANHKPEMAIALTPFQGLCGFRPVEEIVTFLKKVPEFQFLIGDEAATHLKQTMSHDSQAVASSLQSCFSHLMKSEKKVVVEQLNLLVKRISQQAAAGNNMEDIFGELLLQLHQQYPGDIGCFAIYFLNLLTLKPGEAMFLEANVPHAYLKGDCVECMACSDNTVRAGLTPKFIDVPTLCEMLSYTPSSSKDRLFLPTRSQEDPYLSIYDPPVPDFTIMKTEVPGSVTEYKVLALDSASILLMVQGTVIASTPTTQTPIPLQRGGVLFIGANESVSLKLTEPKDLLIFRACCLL
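Material: human phosphomannose isomerase with PGI, G6PDH, diaphorase coupling enzymes; amount: PMI at 15 ng/mL final; also added: Mannose-6-phosphate 1.0 mM (near-saturating) plus 0.22 mM NADP+; incubation: enzyme reaction with compound 20 min at room temperature; signal: resorufin fluorescence (Ex 544/Em 590 nm) from resazurin via diaphorase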
TNAP inh hiacc: blocks human TNAP under high phosphate acceptor concentration; hit rate 0.03% among 200,000; purified TNAP, CDP-star luminescence, 1 M DEA; inhibition, % at 20 µM;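 active = over 50% inhibition of tissue-nonspecific alkaline phosphatase at 20 µM in the single-dose screen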;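 also: plate controls were DMSO wells for no effect and EDTA-quenched wells as full inhibition for full effect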
PMI act: phosphomannose isomerase (human) activation. P34949. activation factor at 20 µM. purified human PMI, coupled resazurin fluorescence, 20 min; active compounds read high; 1 = vehicle control, 0 substrate-free wells. hit rate 0.005% among 190,000;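 active = activation factor of 2 or more at 20 µM, relative to plate controls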
TNAP inh no acc: TNAP (human) inhibition, acceptor-free conditions | inhibition, % at 20 µM | AID 1012 | P05186 | purified TNAP, CDP-star luminescence, 30 min | hit rate 0.26% among 200,000;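 active = tissue-nonspecific alkaline phosphatase inhibition above about 50% at 20 µM in the single-dose screen, limit read from the data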;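 also: 0% = DMSO negative control and 100% = EDTA positive control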
Diaphorase act: diaphorase activation or chemical reduction counter-screen. hit rate 0.005% among 190,000. activation factor at 20 µM. Diaphorase/resazurin coupled assay, resorufin fluorescence, 16 min; active compounds read high; 1 = vehicle wells, 0 = NADH-free wells;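 active = diaphorase activity raised at least twofold by the compound at 20 µM; inactive = activation factor below 2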
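Material: purified diaphorase enzyme from Clostridium kluyveri; Also added: 0.114 mM NADH and 0.1 mM resazurin, final amounts; Doses: single compound dose of 20 µM, 1% DMSO final; Times: 16 min enzyme reaction, ambient temperature; Detection: resorufin fluorescence, excitation 544 nm, emission 590 nm; Measure: increased resorufin signal from activators or reducing compounds.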
Starred values were filed as active, the others as inactive. Outcome played no part in choosing rows (roughly 1.7% active in at least one column).

Structure	TNAP inh no acc	Diaphorase inh	PMI act	Efa HMGR inh	TNAP inh hiacc	FLuc stim CS	Diaphorase act	G6PDH counter	PMI act satM6P	TNAP act hi DEA
N/C(=N\OS(=O)(=O)c1cccc([N+](=O)[O-])c1)c1ccncc1	-7	5	1.2	-4	-5	1	0.9	4	1	1
CC(C)CC(=O)CN1C(=O)C2(OCCO2)c2ccccc21	-10	21	0.8	1	-2	1	0.8	-9	0.9	1
COc1ccc(CCNC(=O)Cn2cnc3c(nnn3Cc3ccccc3F)c2=O)cc1OC	-4	10	1	-3	3	1	0.9	6	0.9	1
CN1CCN(C(c2cccc(C(F)(F)F)c2)c2nnnn2Cc2ccccc2)CC1 (stereo unspecified)	-7	12	1	-6	-3	1.1	0.9	4	1	1
Cc1sc2nc(SCc3nc4ccccc4[nH]3)n(Cc3ccco3)c(=O)c2c1C	-11	13	0.9	-11	-8	1	0.9	3	0.9	1.1
CC(=O)Nc1ccc(NC(=O)CSCCc2ccccn2)cc1	-12	2	0.9	-4	-1	1	1	6	1	1
CC1CCCCC1NC(=O)NC(=O)CCl (stereo unspecified)	-11	4	1.1	1	-6	1	1	9	1.1	1.1
N#Cc1c(N)n(CCOC(=O)c2cccc([N+](=O)[O-])c2)c2nc3ccccc3nc12	-11	31	0.9	-7	-7	1.1	0.7	-1	0.8	1.1
CC(C)(C)NCc1cc2ccccc2[nH]c1=O	-15	12	0.9	-2	-3	1	0.9	9	0.9	1
CCOC(=O)c1oc2ccccc2c1NC(=O)C1CCCCC1	-11	8	1	-8	-3	1.1	0.9	0	1	1
CCOc1ccc(S(=O)(=O)Nc2ccccc2C(=O)NCC2CCCO2)cc1 (stereo unspecified)	-13	7	1	-3	0	1	0.9	-4	1	1
COc1ccc(-c2nnc(Nc3nc4c(OC)cccc4s3)o2)c(OC)c1	-11	30	1	1	1	0.8	0.7	2	1.1	1

The listing continues:
Structure	TNAP inh no acc	Diaphorase inh	PMI act	Efa HMGR inh	TNAP inh hiacc	FLuc stim CS	Diaphorase act	G6PDH counter	PMI act satM6P	TNAP act hi DEA
Cc1cc([N+](=O)[O-])cnc1Sc1nccn1C	-6	6	1.3	0	-3	1.1	0.9	5	1.3	1
N/C(=N\OC(=O)CCC1CCCCC1)c1ccc([N+](=O)[O-])cc1	-1	6	0.9	0	3	1	0.9	5	0.9	1
O=C(Nc1ccccn1)c1ccc2c(c1)OCO2	-10	13	1.2	-4	-2	0.5	0.9	-1	1.1	1
COc1nc(Nc2ccc(C(C)=O)cc2)nc(OC)n1	-11	0	0.9	-1	-6	1	1	-2	1	1.1
O=C(Cc1ccc(-n2c(=O)c3sccc3n(CC(=O)Nc3ccccc3)c2=O)cc1)NCc1ccco1	-5	-4	1	-11	-1	1	1	1	1	1
O=C(CSCc1ccccc1)Nc1ccc2c(c1)OCO2	-6	16	0.8	4	-3	1	0.8	1	0.8	1
O=C(NNC(=O)C1CCN(c2ncccn2)CC1)c1ccccc1	-16	-2	1	-9	-4	1.1	1	4	1.1	1
COc1ccc(OC)c(/C=C/C(=O)N2CCCc3ccccc32)c1	-10	20	1	0	-5	1	0.8	2	1	1
CCN(CC)C(=O)Oc1ccc(Br)c2ccccc12	-8	18	1	-2	-8	1.1	0.8	2	1	1.1
Cc1occc1C(=O)N/N=C/c1ccccn1	-10	24	0.8	0	-4	0.9	0.8	15	0.8	1
Cc1cc(NC(=S)Nc2cccc3ccccc23)n[nH]1	-60	16	0.7	1	2	1	0.8	-2	0.7	1
CCc1nc(OCc2ccco2)c2sc3nc4c(cc3c2n1)COC(C)(C)C4	-4	12	1.1	-5	-5	1.1	0.9	2	1.3	1.1

(listing goes on)
Structure	TNAP inh no acc	Diaphorase inh	PMI act	Efa HMGR inh	TNAP inh hiacc	FLuc stim CS	Diaphorase act	G6PDH counter	PMI act satM6P	TNAP act hi DEA
CN1Cc2cccc3c2C(Cc2ccccc2S3)C1 (stereo unspecified)	-7	15	1	-4	3	1	0.9	3	1	1
CCOc1ccc(NC(=O)NC(=O)N(C(C)C)S(C)(=O)=O)cc1	-16	4	1	1	-3	1	1	-4	1	1
Cc1cccc(-c2cc3nc4c(c(N5CCCC(O)C5)n3n2)CCC4)c1 (stereo unspecified)	4	26	0.9	-3	-7	1.1	0.7	3	0.9	1.1
CC1C2CC(C(S(=O)(=O)N3CCOCC3)C2=O)C1(C)C (stereo unspecified)	0	12	1	3	7	1	0.9	0	0.9	0.9
CCN(CC)C1=CC(=O)OC12CCCCC2	-6	5	0.8	-3	-3	1	0.9	14	1	1
Cc1ccc(-c2ccc(/C=C3\C(=O)ON=C3c3ccccc3)o2)c([N+](=O)[O-])c1	24	27	0.9	2	-2	1	0.7	7	0.9	1
Cc1ccccc1OCC(=O)NC(=S)Nc1ccc(N2CCCC2)cc1	8	-2	1	-1	5	1	1	2	0.9	1
CC(C)(C)c1nc(SCC(=O)Nc2ccc(N3CCOCC3)cc2)c2ccccc2n1	-4	-3	1	-3	-3	1	1	4	1.1	1
CN1CCc2nc(SCCOc3ccccc3)c(C#N)cc2C1	-8	16	0.8	-6	1	1	0.8	-2	0.9	1
Cc1ccc(NC(=S)NCCc2ccccc2)nc1	-10	15	0.8	-12	-3	1.1	0.8	-3	0.8	1
CCCCc1ccc(NC(=O)C2CCN(S(C)(=O)=O)CC2)cc1	-16	5	1	0	-7	1	1	4	1	1.1
COc1cc2c(cc1NC(=O)CSCC(=O)O)oc1ccccc12	-10	19	1.1	2	-8	1	0.8	1	1	1.1

Continuation:
Structure	TNAP inh no acc	Diaphorase inh	PMI act	Efa HMGR inh	TNAP inh hiacc	FLuc stim CS	Diaphorase act	G6PDH counter	PMI act satM6P	TNAP act hi DEA
COc1ccc(CC(=O)Nc2ccc(/C(C)=N/NC(=O)c3cccc([N+](=O)[O-])c3)cc2)cc1	-4	12	0.9	4	-2	1.1	0.9	-11	0.9	1
Cc1cc(CNC(=O)COc2cc(F)ccc2[N+](=O)[O-])c2ccccc2n1	-5	18	1.2	-1	2	1	0.8	2	1.1	1
COc1ccc(C2=NOC(Cn3c(Cc4ccc(Cl)cc4)nc4c3c(=O)n(C)c(=O)n4C)C2)cc1 (stereo unspecified)	9	30	0.9	2	-2	1.1	0.7	8	0.9	1
COc1ccc(C(=O)C2CCCN(C(=O)COc3ccc(C(C)=O)cc3)C2)cc1F (stereo unspecified)	-9	70*	0.4	-1	-4	1	0.3	14	0.6	1
COc1cc(/C=C(\C#N)C(=O)c2c[nH]c3ccccc23)cc(OC)c1O	-4	30	0.8	-1	47	1	0.7	42	0.3	0.5
O=C(CNC(=S)N(Cc1ccccc1)Cc1cccnc1)N1CCOCC1	-13	3	1	-7	-2	1.1	1	8	1	1
CCOC(=O)N1CCN(CCC(=O)Nc2cc(OC)cc(OC)c2)CC1	-5	4	1	-1	2	1	1	4	1	1
S=c1[nH]cc(-c2ccccc2)n1-c1ccccc1Cl	6	9	1	-4	-5	0.9	0.9	6	1	1
Cc1ccccc1OCc1nc(-c2ccccc2)no1	-8	16	0.9	-2	-3	0.9	0.8	12	0.9	1
COc1ccc(/C=C(/C(=O)Nc2ccccc2C(=O)NC(C)C)c2ccccc2)cc1	-5	24	0.8	1	-6	1.1	0.8	8	0.9	1.1
CC1CCc2cc(F)ccc2N1C(=O)c1cccs1 (stereo unspecified)	-9	-8	1	-4	-7	1.1	1.1	9	1	1.1

In the list so far, these contain a nitro group on carbon.
Structure	TNAP inh no acc	Diaphorase inh	PMI act	Efa HMGR inh	TNAP inh hiacc	FLuc stim CS	Diaphorase act	G6PDH counter	PMI act satM6P	TNAP act hi DEA
N/C(=N\OS(=O)(=O)c1cccc([N+](=O)[O-])c1)c1ccncc1	-7	5	1.2	-4	-5	1	0.9	4	1	1
N#Cc1c(N)n(CCOC(=O)c2cccc([N+](=O)[O-])c2)c2nc3ccccc3nc12	-11	31	0.9	-7	-7	1.1	0.7	-1	0.8	1.1
Cc1cc([N+](=O)[O-])cnc1Sc1nccn1C	-6	6	1.3	0	-3	1.1	0.9	5	1.3	1
N/C(=N\OC(=O)CCC1CCCCC1)c1ccc([N+](=O)[O-])cc1	-1	6	0.9	0	3	1	0.9	5	0.9	1
Cc1ccc(-c2ccc(/C=C3\C(=O)ON=C3c3ccccc3)o2)c([N+](=O)[O-])c1	24	27	0.9	2	-2	1	0.7	7	0.9	1
COc1ccc(CC(=O)Nc2ccc(/C(C)=N/NC(=O)c3cccc([N+](=O)[O-])c3)cc2)cc1	-4	12	0.9	4	-2	1.1	0.9	-11	0.9	1
Cc1cc(CNC(=O)COc2cc(F)ccc2[N+](=O)[O-])c2ccccc2n1	-5	18	1.2	-1	2	1	0.8	2	1.1	1
